Screening results as filed in PubChem BioAssay.
Yeast superoxide – caloric restriction mimetics inhibiting age-related superoxide in yeast | superoxide response (% of plate mean), % at 10 µM | 0.18% of 330,000 active | S. cerevisiae aged cells, superoxide DHE fluorescence; hits give low values | AID 2690;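 active = superoxide response under a set limit, about three screen SD below normal, cut at about 65% in these data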;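 also: yeast aged for seven days with compound at 30 °C before DHE staining; 100% = average MFI of all compound-treated wells on the plate with controls excluded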
JMJD2C inh – blocks human GASC-1 demethylase activity; Q9H3R0; GST-JMJD2C(1-420) H3K9me3 demethylation, DELFIA europium; inhibition, % at 2.35 µM; 0.069% of 330,000 active; AID 2099;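 active = more than half of a compound's replicate wells show inhibition beyond 50%, single wells judged on their own value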;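 also: signal counts dimethyl H3K9 product captured on neutravidin plate; 0% = median of DMSO wells and 100% = 0.3 times that DMSO median; strong numbers were not always called active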
Target sequence (Q9H3R0 1-420 limits assumed): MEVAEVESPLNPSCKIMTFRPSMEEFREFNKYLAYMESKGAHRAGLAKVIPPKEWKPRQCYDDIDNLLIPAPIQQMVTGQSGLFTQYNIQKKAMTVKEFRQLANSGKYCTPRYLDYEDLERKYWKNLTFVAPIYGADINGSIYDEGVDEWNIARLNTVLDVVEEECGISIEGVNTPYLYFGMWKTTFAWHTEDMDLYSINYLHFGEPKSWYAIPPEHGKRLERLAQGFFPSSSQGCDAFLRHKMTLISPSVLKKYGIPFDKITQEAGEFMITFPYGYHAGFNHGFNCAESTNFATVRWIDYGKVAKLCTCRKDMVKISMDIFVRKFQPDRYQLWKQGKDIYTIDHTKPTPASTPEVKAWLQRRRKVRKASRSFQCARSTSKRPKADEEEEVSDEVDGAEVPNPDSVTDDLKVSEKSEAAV
The depositor's hits bear a star.

`COc1ccccc1NS(=O)(=O)c1cc(NC(=O)COc2ccccc2)ccc1N1CCOCC1` gave Yeast superoxide 104 and JMJD2C inh -4.
`CCOC(=O)[C@@H]1[C@H]2COc3cc(OC)ccc3[C@H]2N2C(=O)N(c3ccc(OC)cc3)C(=O)[C@]12C` gave Yeast superoxide 86 and JMJD2C inh 2.
CCNC(=O)N(C)C[C@H]1N[C@@](C)(C(=O)OC)[C@H]2C(=O)N(Cc3ccccc3)C(=O)[C@@H]12 was read as Yeast superoxide 112 and JMJD2C inh 20.
For CCN(c1ccc(NC(=O)CSc2ccc3c(c2)OCCO3)cc1)C(C)C the results were Yeast superoxide 108 and JMJD2C inh 6.
Screening Brc1ccc(CNc2ccc3ncccc3c2)cc1 returned Yeast superoxide 102 and JMJD2C inh 1.
O=C(COC(=O)C1=COCCO1)Nc1ccc(Cl)cn1 was read as Yeast superoxide 80 and JMJD2C inh 1.
For CC(=O)N1CCN(c2ccc(NC(=O)c3ccc(F)cc3)cc2)CC1 the results were Yeast superoxide 107 and JMJD2C inh 7.
Screening COC(=O)C1=CN(c2ccc(OC)cc2)C=C(C(=O)OC)C1c1ccc([N+](=O)[O-])cc1 returned Yeast superoxide 88 and JMJD2C inh 3.
Screening COc1ccc(C(=O)NNC(=O)CSc2nnc3ccccn23)cc1OC returned Yeast superoxide 107 and JMJD2C inh 7.
For COc1cc(C(=O)OCC(=O)N2CCCC2=O)cc(OC)c1C the results were Yeast superoxide 95 and JMJD2C inh 4.
For CCN(C[C@H]1N[C@@](Cc2ccccc2)(C(=O)OC)[C@H]2C(=O)N(Cc3ccccc3)C(=O)[C@@H]12)S(=O)(=O)c1ccc(-c2ccccc2)cc1 the results were Yeast superoxide 99 and JMJD2C inh -16.
Screening CCOc1ccc(S(=O)(=O)N=C(c2ccccc2)N2CCOCC2)cc1 returned Yeast superoxide 105 and JMJD2C inh -2.
Screening Cc1ccc(S(=O)(=O)/N=C(/Nc2c(C)cccc2C)c2ccccc2)cc1 returned Yeast superoxide 89 and JMJD2C inh 6.
For COc1cccc(C(=O)NC2CCCc3c2cnn3-c2cc(C)cc(C)c2)c1 (stereo not given) the results were Yeast superoxide 83 and JMJD2C inh 20.
For COC(=O)[C@]1(Cc2ccccc2)N[C@H](CN(C)C(=O)c2ccccc2)[C@@H]2C(=O)N(Cc3ccccc3)C(=O)[C@@H]21 the results were Yeast superoxide 95 and JMJD2C inh 6.
For C[C@H]1CN([C@@H](C)CO)C(=O)Cc2cc(NC(=O)Cn3cnnn3)ccc2O[C@H]1CN(C)Cc1ccncc1 the results were Yeast superoxide 100 and JMJD2C inh 16.
Screening CC1Cc2ccccc2N1S(=O)(=O)c1cccc(C(=O)OCC(=O)N2CCOCC2)c1 (stereo not given) returned Yeast superoxide 98 and JMJD2C inh 1.
C[C@@]12C(=O)N(Cc3ccc(F)cc3)CC(=O)N1[C@H]1c3cc(Cl)ccc3OC[C@@H]1[C@@H]2c1ccccc1 was read as Yeast superoxide 99 and JMJD2C inh -11.
Screening COc1cccc(NC(=O)COC(=O)CCSc2ccccc2)c1 returned Yeast superoxide 107 and JMJD2C inh -2.
`O=C(COC(=O)c1ccc([N+](=O)[O-])o1)NCc1ccccc1` gave Yeast superoxide 147 and JMJD2C inh -7.
`NCC(=O)N1CCC(C(=O)N[C@@H](Cc2c[nH]c3ccccc23)C(=O)O)CC1` gave Yeast superoxide 92 and JMJD2C inh -3.
Screening Cc1cc(C)cc(NC(=O)CCNC(=O)c2ccc([N+](=O)[O-])cc2)c1 returned Yeast superoxide 105 and JMJD2C inh -6.
COc1ccc(C(=O)N/C(=C\c2ccccc2)C(=O)Nc2ccc(C(=O)O)cc2)cc1 was read as Yeast superoxide 98 and JMJD2C inh -9.
COc1cccc(NC(=O)CSc2nnc(C3CCCCC3)n2N)c1 was read as Yeast superoxide 84 and JMJD2C inh -6.
`Cc1ccc(S(=O)(=O)N2C(=O)CCC2C(N)=O)cc1` (stereo not given) gave Yeast superoxide 104 and JMJD2C inh -7.
Screening Cc1cc(Br)ccc1NC(=S)NCCc1ccccc1 returned Yeast superoxide 127 and JMJD2C inh 0.
COc1ccc(NC(=S)Nn2cnnc2)c(OC)c1 was read as Yeast superoxide 82 and JMJD2C inh 7.
Screening CC[C@@H](C)[C@@H]1CN([C@@H](C)CN2CCC[C@H]2CN2C(N)=NC[C@H]2CC(C)C)C(=N)N1CCc1ccc(Cl)c(Cl)c1 returned Yeast superoxide 115 and JMJD2C inh -5.
For O=C(N/N=C/c1cccs1)c1[nH]ncc1Br the results were Yeast superoxide 91 and JMJD2C inh 6.
Cc1ccc(C(=O)OCC(=O)N2CCC(c3ccccc3)=N2)cc1 was read as Yeast superoxide 100 and JMJD2C inh -4.

Of the compounds above, three contain bromine:
Screening Brc1ccc(CNc2ccc3ncccc3c2)cc1 returned Yeast superoxide 102 and JMJD2C inh 1.
Screening Cc1cc(Br)ccc1NC(=S)NCCc1ccccc1 returned Yeast superoxide 127 and JMJD2C inh 0.
For O=C(N/N=C/c1cccs1)c1[nH]ncc1Br the results were Yeast superoxide 91 and JMJD2C inh 6.

Remaining list, next part
COc1ccc(C(=O)NCC(=O)N2CCN(C(=O)c3ccco3)CC2)cc1[N+](=O)[O-] was read as Yeast superoxide 85 and JMJD2C inh 1.
Screening CCOc1ccccc1N1CCN(C(=O)c2cn(CC3CCCCC3)nn2)CC1 returned Yeast superoxide 97 and JMJD2C inh -13.
Screening COc1ccc(Cc2nc3ccc(C(=O)NC(C)c4cnn(C)c4)cc3o2)cc1 (stereo not given) returned Yeast superoxide 124 and JMJD2C inh 5.
Screening CC1CCCC(NC(=O)CSc2ncnc3ccccc23)C1C (stereo not given) returned Yeast superoxide 92 and JMJD2C inh -1.
For CC1(C)Cc2c(cnn2-c2cccc(F)c2)C(NC(=O)Cn2cccn2)C1 (stereo not given) the results were Yeast superoxide 108 and JMJD2C inh 17.
`CC1CN(C(=O)CNC(=O)COc2ccccc2)CC(C)O1` (stereo not given) gave Yeast superoxide 115 and JMJD2C inh 9.
Screening CCOC(=O)C1CCCN(C(=O)c2ccc3ncsc3c2)C1 (stereo not given) returned Yeast superoxide 113 and JMJD2C inh 12.
Screening CSc1ccc(Cl)c(C(=O)N2CCN(CC(=O)N3CCCC3)CC2)c1 returned Yeast superoxide 109 and JMJD2C inh -6.
Cn1c(N)c(C(=O)COC(=O)/C=C/c2cccc(Cl)c2)c(=O)n(C)c1=O was read as Yeast superoxide 92 and JMJD2C inh 1.
For COc1cc(/C=C/C(=O)OCC(=O)NC(=O)C2COc3ccccc3O2)ccc1OC(F)F (stereo not given) the results were Yeast superoxide 110 and JMJD2C inh -5.
Screening CCOC(=O)C1CCCN(C(=O)COc2ccc(C(=O)c3ccc(F)cc3)cc2)C1 (stereo not given) returned Yeast superoxide 102 and JMJD2C inh 4.
COc1cc(Br)c(CC(=O)NNC(=O)c2ccc(F)cc2)cc1OC was read as Yeast superoxide 100 and JMJD2C inh 7.
For CCOc1ccc(N(CC(=O)N/N=C/c2ccccn2)S(=O)(=O)c2ccc(Cl)cc2)cc1 the results were Yeast superoxide 92 and JMJD2C inh 1.
For CC(=O)Nc1ccc(NC(=O)COC(=O)c2ccc([N+](=O)[O-])o2)cc1 the results were Yeast superoxide 112 and JMJD2C inh 3.
`FC(F)(F)c1nnc2c3ccccc3c(Cl)nn12` gave Yeast superoxide 99 and JMJD2C inh -8.
Screening CC(=O)N/N=C(/c1ccccc1)C(O)c1ccccc1 (stereo not given) returned Yeast superoxide 110 and JMJD2C inh -3.
`Cc1ccccc1NC(=O)CCN1CCN(C)CC1` gave Yeast superoxide 105 and JMJD2C inh 3.
Screening COc1cccc(C(=O)NNC(=O)/C=C/c2ccccc2)c1 returned Yeast superoxide 91 and JMJD2C inh 8.
For C/C(=N/NS(=O)(=O)c1ccc(C)c(C)c1)c1c[nH]c2ccccc12 the results were Yeast superoxide 100 and JMJD2C inh 0.
O=C(OCC(=O)N1N=C(c2ccc(Cl)cc2)CC1c1ccco1)c1cncc(Br)c1 (stereo not given) was read as Yeast superoxide 102 and JMJD2C inh 13.
Screening O=C(Nc1cc2c(cc1Br)OCCO2)c1ccc(=O)[nH]c1 returned Yeast superoxide 92 and JMJD2C inh 3.
For COc1cc(C(=O)N/N=C(\C)c2ccc(NC(=O)Cc3ccccc3)cc2)ccc1O the results were Yeast superoxide 99 and JMJD2C inh -6.
`COc1ccc(C(C)(C)C)cc1NC(=O)c1ccccc1-n1cnnn1` gave Yeast superoxide 75 and JMJD2C inh 2.
O=C(OCC(=O)N1CCCC1)c1cc(=O)c2ccccc2o1 was read as Yeast superoxide 99 and JMJD2C inh 6.
`c1ccc2c(C[C@@H]3CNCCN3CCC34CC5CC(CC(C5)C3)C4)cccc2c1` gave Yeast superoxide 117 and JMJD2C inh -21.
COc1cc2sc3ccc(-c4ccc(CN5CCOCC5)cc4)cc3c(=O)c2cc1OC was read as Yeast superoxide 107 and JMJD2C inh 27.
`Cc1ccc([C@H]2C(C(=O)O)=CC[C@@H](c3cccc(C)c3)N2S(=O)(=O)c2ccc(C)cc2)cc1` gave Yeast superoxide 91 and JMJD2C inh -2.
CC(C)(C)CNC(=O)c1cccc2c1C(=O)c1ccc(N3CCCC3)cc1S2(=O)=O was read as Yeast superoxide 89 and JMJD2C inh 0.
Screening NC(=O)Nc1ccc(C(=O)OCC(=O)NC2CCCc3ccccc32)cc1 (stereo not given) returned Yeast superoxide 100 and JMJD2C inh 11.
Screening O=C(Nc1cccc2cccnc12)c1ccc(Cl)cc1 returned Yeast superoxide 101 and JMJD2C inh -6.

Arranged by molar mass (ascending): some entries from above
Screening O=C(Nc1cccc2cccnc12)c1ccc(Cl)cc1 returned Yeast superoxide 101 and JMJD2C inh -6.
O=C(OCC(=O)N1CCCC1)c1cc(=O)c2ccccc2o1 was read as Yeast superoxide 99 and JMJD2C inh 6.
For COc1cc(C(=O)N/N=C(\C)c2ccc(NC(=O)Cc3ccccc3)cc2)ccc1O the results were Yeast superoxide 99 and JMJD2C inh -6.
CC(C)(C)CNC(=O)c1cccc2c1C(=O)c1ccc(N3CCCC3)cc1S2(=O)=O was read as Yeast superoxide 89 and JMJD2C inh 0.
`Cc1ccc([C@H]2C(C(=O)O)=CC[C@@H](c3cccc(C)c3)N2S(=O)(=O)c2ccc(C)cc2)cc1` gave Yeast superoxide 91 and JMJD2C inh -2.

Next part
Screening CCOC(=O)Cc1csc(NC(=O)COC(=O)/C=C/c2ccc(OC)cc2)n1 returned Yeast superoxide 85 and JMJD2C inh -10.
For C[C@@H]1CN([C@H](C)CO)C(=O)c2cc(NC(=O)Cc3cn(C)c4ccccc34)ccc2O[C@H]1CN(C)C(=O)Nc1ccc2c(c1)OCO2 the results were Yeast superoxide 121 and JMJD2C inh 6.
`CCCn1c(SCC(=O)Nc2cc(C)on2)n[nH]c1=O` gave Yeast superoxide 126 and JMJD2C inh -13.
For O=C(COC(=O)c1ccc(Cl)nc1)NCCc1ccc(Cl)cc1 the results were Yeast superoxide 86 and JMJD2C inh 3.
`O=C(CSc1ncnc2sccc12)N1CCCCC1` gave Yeast superoxide 101 and JMJD2C inh 7.
`O=C(c1ccccc1NS(=O)(=O)c1ccc(Br)cc1)N1CCOCC1` gave Yeast superoxide 95 and JMJD2C inh 20.
Screening COc1ccccc1NS(=O)(=O)c1cc(NC(=O)Cc2n[nH]c(=O)c3ccccc23)ccc1Cl returned Yeast superoxide 95 and JMJD2C inh -8.
Screening Cc1[nH]c(=O)[nH]c(=O)c1S(=O)(=O)Nc1cccc(C(F)(F)F)c1 returned Yeast superoxide 91 and JMJD2C inh 4.
`CC1CN(S(=O)(=O)c2cccc(C(=O)NCCc3ccc(S(N)(=O)=O)cc3)c2)CC(C)O1` (stereo not given) gave Yeast superoxide 91 and JMJD2C inh 9.
`Cc1ccc(S(=O)(=O)N2CCN(C(C)C(=O)NCC(C)c3ccccc3)CC2)cc1` (stereo not given) gave Yeast superoxide 86 and JMJD2C inh 5.
For COc1ccc(O)c(C(=O)c2cnn(C(=O)c3cccc(N(C)C)c3)c2)c1 the results were Yeast superoxide 84 and JMJD2C inh -8.
O=C(CN1C(=O)NC2(CCCCC2)C1=O)NCCc1ccccc1 was read as Yeast superoxide 89 and JMJD2C inh 2.
For Cc1ccccc1C(=O)OCC(=O)NCc1ccco1 the results were Yeast superoxide 83 and JMJD2C inh 1.
Screening C[C@H]1COC(=O)[C@@H](CC(=O)OC(C)(C)C)C/C=C\C[C@@H](CC(=O)N(CCO)Cc2ccccc2)C(=O)N1 returned Yeast superoxide 103 and JMJD2C inh -2.
Screening COc1ccc(CN2CCC(N3CC(C)OC(C)C3)CC2)c(OC)c1 (stereo not given) returned Yeast superoxide 95 and JMJD2C inh 1.
For CCOc1ccc(C(CC(=O)O)NC(=O)Cc2ccccc2)cc1OC (stereo not given) the results were Yeast superoxide 92 and JMJD2C inh 3.
`C#CCOCCOCCOCCNc1nc(N2CCN(C(=O)[C@H](CCC(=O)O)n3cc([C@@H](N)[C@H](C)CC)nn3)CC2)nc(N2CCN(C(=O)[C@H](CCC(=O)O)n3cc([C@@H](N)CC(N)=O)nn3)CC2)n1` gave Yeast superoxide 84 and JMJD2C inh -12.
`CCOC(=O)c1c(SCC(=O)Nc2nccs2)nc(C)c(C)c1C` gave Yeast superoxide 107 and JMJD2C inh 5.

A portion of the library. The share of hits here may be higher or lower than overall.
